Compound activity as filed in PubChem BioAssay.
H9c2 TAG inh – reduces triacylglycerol accumulation in H9c2 cells; Nile Red lipid (TAG) fluorescence; cells loaded with 200 µM oleic acid; inhibition, % at 12.5 µM; actives 0.66% (n = 230,000);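 active = pattern-corrected inhibition of lipid staining of at least 50% with the nuclear-stain viability signal not falling by more than 50%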;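 also: 0% = DMSO wells and 100% = triacsin C control wells; some results filed as inactive read as strong as hits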
H9c2 TAG inh DAPI viability – recorded beside H9c2 TAG inh, whose call it bears; DAPI nuclei signal change (viability), lower = more cytotoxic, %;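 whole-well DAPI fluorescence read on a plate reader as a viability signal; minus 50 percent equals half of cells still viable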
Active calls of the source: *. This is a subset (hit frequency here may not be typical).

SMILES | H9c2 TAG inh | H9c2 TAG inh DAPI viability
Cc1cccc(Cl)c1OCCCN1CCOCC1 | -2 | 2
S=C(CN1CCCC1=S)N1CCOCC1 | 3 | -4
COc1ccc(C(=O)CSc2nnc(C(CO)NC(=O)c3ccc(OC)cc3)n2C)cc1 (stereo not given) | -9 | -5
Cc1ccc(NC2CCCN(C(=O)c3ccc4nccnc4c3)C2)cc1C (stereo not given) | 0 | -2
COc1ccc(Cl)cc1NC(=S)N1CC(C)OC(C)C1 (stereo not given) | -17 | 0
O=C(CSc1ccccc1)N1CCN(c2ccc(F)cc2)CC1 | 1 | -4
COc1ccccc1C(=O)NC(=O)CSc1nnc(SC)s1 | 13 | 1
COc1cccc(CN2CCN(C3CCN(c4ccccc4F)CC3)CC2CCO)c1 (stereo not given) | 10 | -10
CCOc1cc(NC(=S)NCCc2ccccc2)c(OCC)cc1NC(C)=O | 0 | 1
COc1ccc(C2(NC(C)=O)CCN(Cc3cccnc3)CC2)cc1 | -12 | 6
COc1ccc(CCNC(=O)COC(=O)Cn2cnc3ccccc32)cc1OC | -2 | 2
S=C(c1ccc(-c2ccc(Cl)cc2Cl)o1)N1CCCC1 | -13 | 2

Exported as a markdown table: entries from further up
| SMILES | H9c2 TAG inh | H9c2 TAG inh DAPI viability |
| --- | --- | --- |
| COc1ccc(CCNC(=O)COC(=O)Cn2cnc3ccccc32)cc1OC | -2 | 2 |
| COc1ccc(C2(NC(C)=O)CCN(Cc3cccnc3)CC2)cc1 | -12 | 6 |

Other results follow:
SMILES | H9c2 TAG inh | H9c2 TAG inh DAPI viability
COc1ccc(CNS(=O)(=O)c2ccc(N3CCCC3)cc2Br)cc1 | -6 | 2
O=C(Nc1ccc2c(c1)OCCO2)c1cc2sccc2n1Cc1ccc(F)cc1 | 43 | 2
CCN(C(=O)COC(=O)c1ccc(O)cc1)c1cccc2ccccc12 | -3 | -2
CC(C)NC(=O)N1CCCN(c2nc3ccc(Cl)cc3s2)CC1 | -4 | 5
Cc1nn(-c2ccc([N+](=O)[O-])cc2)c2c1C(c1ccc(OC(F)F)cc1)N1C(=N2)C(=O)Nc2ccccc21 (stereo not given) | 65* | -0.7*
O=C(NCCN1CCCC(O)C1)c1cc(COc2cccc(C(F)(F)F)c2)on1 (stereo not given) | 11 | -4
CC(=O)Nc1ccc(NC(=O)CSc2nnc(COc3ccccc3C)n2CC2CCCO2)cc1 (stereo not given) | -14 | 12
CCc1cccc(OCCCCN(CC)CC)c1 | -21 | 40
CCc1ccc(NC(=O)C2=CC(c3ccc(OC)c(OC)c3)=NS(=O)(=O)N2C)cc1 | 15 | 2
COc1cc(C(=O)NCC(c2cccnc2)N2CCN(c3ccccc3)CC2)cc(OC)c1OC (stereo not given) | -7 | 4
COc1ccccc1N1CCN(C2CCCN(C(=O)c3oc(C)cc3C)C2)CC1 (stereo not given) | -9 | 0
O=C(Nc1cccc(Oc2ccccc2)c1)C1Cc2c(-c3ccco3)ccnc2O1 (stereo not given) | -25 | -5
CC(=O)Nc1cc(-c2ccc(C(=O)N3CCOCC3)cc2)cn2c(-c3ccc(F)cc3)cnc12 | 9 | -6
Cc1nc(-c2ccccc2)nc2sc(C(=O)c3ccc(F)cc3)c(N)c12 | 10 | 31
CCN(CC)CCNC(=S)Nc1ccc(F)cc1 | -10 | 2
CC(C)NC(=S)N1CCN(C(c2ccccc2)c2ccccc2)CC1 | -15 | 5
CNc1snc(C)c1C(=O)OCC(=O)c1ccc(OC)c(F)c1 | -31 | 6
CCOC(=O)Cc1csc(NC(=O)C(C)Oc2ccc3c(C)cc(=O)oc3c2)n1 (stereo not given) | 3 | 11
O=S(=O)(NCc1ccc(F)cc1)c1ccccc1Br | -6 | 0
COc1cc2nc(N(CCN(C)C)C(=O)c3ccc(S(=O)(=O)N(C)CC4CCCO4)cc3)sc2cc1OC (stereo not given) | 11 | -6
O=C(c1nn2c(C(F)(F)F)cc(-c3ccccc3)nc2c1Cl)N1CCN2CCCC2C1 (stereo not given) | 22 | -1
Cc1c(-c2nc(-c3cccnc3)no2)cccc1[N+](=O)[O-] | 2 | 4
CCOc1ccc(N2CC(C(=O)NCCc3ccc(OC)c(OC)c3)CC2=O)cc1 (stereo not given) | 5 | -2
COc1ccc(CNCCNC(=O)c2cccs2)c(OC)c1OC | 14 | 11

Record cards, from the list above. Values in the order: H9c2 TAG inh, H9c2 TAG inh DAPI viability
Profile of Cc1cccc(Cl)c1OCCCN1CCOCC1 = -2, 2
Profile of CCN(CC)CCNC(=S)Nc1ccc(F)cc1 = -10, 2
Profile of Cc1nn(-c2ccc([N+](=O)[O-])cc2)c2c1C(c1ccc(OC(F)F)cc1)N1C(=N2)C(=O)Nc2ccccc21 (stereo not given) = 65*, -0.7*
Profile of O=C(c1nn2c(C(F)(F)F)cc(-c3ccccc3)nc2c1Cl)N1CCN2CCCC2C1 (stereo not given) = 22, -1
Profile of CC(C)NC(=S)N1CCN(C(c2ccccc2)c2ccccc2)CC1 = -15, 5

Going on with the list.
SMILES | H9c2 TAG inh | H9c2 TAG inh DAPI viability
Cc1ccc(NC(=O)CSc2nccn2Cc2ccco2)cc1 | -18 | 3
Cn1c(N)c(C(=O)CSc2nnc(C3CC3)n2Cc2ccccc2)c(=O)[nH]c1=O | 9 | -1
CCC(C)Sc1ccc(-c2nc3ccc(C)cn3c2NCc2ccccc2)cc1 (stereo not given) | 14 | 100
CC(C)c1ccc(NC2CCCN(C(=O)CCCn3cncn3)C2)cc1 (stereo not given) | -24 | 9
NC(c1csc(Nc2ncccn2)n1)c1ccccc1Cl (stereo not given) | -9 | 3
CCOc1c(Br)cc(/C=C2\C(=O)N(CCC#N)N=C2C)cc1OC | -14 | -3
Cc1cccc(CNC(=O)c2sc(=O)n(Cc3ccc(S(C)(=O)=O)cc3)c2C)c1 | 17 | 3
O=C(COC(=O)CNS(=O)(=O)/C=C/c1ccccc1)Nc1cccc2ccccc12 | 12 | 1
Cc1nc2ccc([N+](=O)[O-])cc2nc1C | -6 | 9
CCOC(=O)C1(C)CCN1C(=O)c1cc(C)oc1C (stereo not given) | -6 | -5
CN=C1S/C(=C\c2cn(CC(=O)OC)c3ccccc23)C(=O)N1C | 5 | -2
O=S(=O)(Nc1ccc2c(c1)OCO2)c1cccc(Br)c1 | 0 | -4

The final five entries of the part before open the next one:
SMILES | H9c2 TAG inh | H9c2 TAG inh DAPI viability
O=C(COC(=O)CNS(=O)(=O)/C=C/c1ccccc1)Nc1cccc2ccccc12 | 12 | 1
Cc1nc2ccc([N+](=O)[O-])cc2nc1C | -6 | 9
CCOC(=O)C1(C)CCN1C(=O)c1cc(C)oc1C (stereo not given) | -6 | -5
CN=C1S/C(=C\c2cn(CC(=O)OC)c3ccccc23)C(=O)N1C | 5 | -2
O=S(=O)(Nc1ccc2c(c1)OCO2)c1cccc(Br)c1 | 0 | -4
CCO[C@@H]1OC(C(=O)O)=C[C@H](C)[C@H]1CCCO | -3 | -3
CC(C)CCNC(=O)Cc1ccc(Nc2nc(=S)[nH]c3ccccc23)cc1 | 27 | -6
COCCCn1c(C(=O)Nc2ccc3c(c2)OCO3)cc2c(=O)n3cccc(C)c3nc21 | 69* | -11*
O=C1CN(C(=O)c2cc(Br)c(Br)s2)c2ccccc2N1 | -16 | 15
COC(=O)c1ccccc1NC(=O)CSc1nccn1C | -9 | 5
O=C1C(CCc2ccccc2)ON=C(c2cnccn2)N1Cc1ccc(F)cc1 (stereo not given) | 11 | -15
CC(OC(=O)CCN=C1NS(=O)(=O)c2ccccc21)C(=O)NC1CCCCC1C (stereo not given) | -9 | 69
Cc1cc(C(=O)COC(=O)c2ccc(Cl)c(S(N)(=O)=O)c2)c(C)n1C1CC1 | -4 | -3
Cc1ncoc1C(=O)N1CCCC(C(=O)Nc2cccc(-c3ccc(F)cc3)c2)C1 (stereo not given) | 22 | -6
COc1ccc(-c2nc(CSCC(=O)NCCC3=CCCCC3)c(C)o2)cc1OC | 1 | 7
COc1ccc(C(CC(=O)NC(C)(C)C)n2cccc2)cc1 (stereo not given) | 21 | -11
CN(c1ccccc1)P(=O)(N(C)c1ccccc1)N(C)c1ccccc1 | -20 | 10
Cn1c(=O)[nH]c(=O)c2c1nc(SCCN1CCOCC1)n2Cc1ccccc1 | -8 | 8
O=C(CCCOc1ccc(Cl)cc1Cl)Nc1ccccn1 | -7 | -9
O=C(Nc1nnc(-c2ccco2)o1)c1cccc(Cl)c1 | 0 | 1
C=CC[C@@H](CC(=O)N[C@H](CO)Cc1ccccc1)C(=O)NCCOC(=O)[C@@H](CC=C)Cc1ccc(F)cc1 | -6 | 0
CCN1C(=O)[C@@H]2[C@@H](c3ccc(-c4ccc(Cl)c(Cl)c4)c(OC)c3)N3CCC[C@@]3(C(=O)OC)[C@@H]2C1=O | 10 | -3
CC1(C(=O)NS(=O)(=O)c2cccc(C#N)c2)CCN1C(=O)CCc1ccccc1 (stereo not given) | 13 | -1
Cc1cc(C)c(S(=O)(=O)N2CCN(CCO)CC2)c(C)c1 | 0 | -4
CCn1c(=O)c2cc(C(=O)Nc3cc(C)on3)sc2c2ccccc21 | 25 | 41
Cc1ccc2nc(NCCCO)[nH]c2c1 | 7 | 7
COC(=O)C(CC(C)C)NC(=O)C(Cc1ccccc1)NC(=O)C1CCCN1C(=O)OC(C)(C)C (stereo not given) | 8 | 0
Cc1cccc(CSCCNC(=O)Nc2ccccc2)c1 | -3 | -2
COc1ccc(-c2cc(=O)[nH]c(=S)[nH]2)cc1 | -1 | -3
COc1ccc(Nc2nc(C(=O)N3CCc4ccccc4C3)cs2)cc1 | -15 | -4
CC(NC(=O)c1ccco1)C(=O)O (stereo not given) | 1 | -3
c1ccc(Cn2nnc3c(NCC4CCCO4)nc(C4CC4)nc32)cc1 (stereo not given) | -45 | 9
C/C=C(\C)C(=O)OC1c2c(ccc3ccc(=O)oc23)OC(C)(C)C1OC(C)=O (stereo not given) | -5 | 3
O=C(Nc1ccc(Br)cc1)c1cccc(NC(=O)C2C3CC4OC(=O)C2C4C3)c1 (stereo not given) | -5 | 10
COC(=O)c1ccc(NC(=O)CN(C2CCCCC2)S(C)(=O)=O)cc1 | 13 | -8
O=C(/C=C/Nc1ccc(F)cc1)c1ccco1 | -4 | 0
COc1ccc(/C=N/NC(=O)c2cccnc2)c(C(=O)O)c1OC | 12 | -6
COc1ccccc1CC(=O)Nc1ccc(-c2nnc(-c3ccco3)o2)cc1 | 40 | -11
Cc1ccc(F)cc1NC(=O)CSc1nnc(CNC(=O)c2ccco2)n1C | 0 | -3
Cc1cc(C)cc(N(CC(=O)NCc2ccco2)C(=O)CCC(=O)Nc2ccccn2)c1 | -1 | -13
Cc1ccc(C)c(C(=O)COc2ccc(C)nc2[N+](=O)[O-])c1 | 8 | 4
CCCCn1c(N)c(N(CCOC)C(=O)COc2c(C)cccc2C)c(=O)[nH]c1=O | 1 | 2
O=C1CCCc2nc(N3CCCCC3)sc21 | -19 | -8
Cn1c(C(=O)N2COCC2(C)C)cc2c(=O)n3ccccc3nc21 | 15 | 8
COCCn1c(=O)[nH]c2cc(C(=O)OC)ccc2c1=O | -2 | 1
COc1ccc(C)cc1S(=O)(=O)N(CC(=O)O)c1ccc(F)cc1 | -7 | -2
CN(C)c1cccc(CNC(=O)c2ccc3nc([C@H]4C[C@H](O)[C@@H](CO)O4)[nH]c3c2)c1 | 1 | 2
CCOC(=O)C1CCC(C(=O)OCC)N1c1ccc(C=O)cc1 (stereo not given) | 2 | 0
CCOc1ccc(NC(=O)CN(C)C(=O)c2cccc(S(=O)(=O)N3CCCC3)c2)cc1OCC | -25 | 7
CCOC(=O)c1ccc(NC(=O)CSc2ccc(-c3ccccn3)nn2)cc1 | -6 | -9
COC(=O)c1ccc(S(=O)(=O)N(C2CCCCC2)C2CCCCC2)n1C | -6 | -4
CN1CCc2c(sc3nc(SCC(N)=O)n(-c4ccccc4)c(=O)c23)C1 | 1 | -7
COc1ccccc1NC(=O)Cc1noc(CSc2cc(C)c3ccccc3n2)n1 | 21 | -12
O=C(Nc1ccc(Cl)c(Cl)c1)N1CCCCCC1 | 4 | 5
CCOC(=O)CCC(=O)Nc1ncnc2c1C(c1ccccc1)c1c(ccc3ccccc13)O2 (stereo not given) | 23 | -4
CCC(CC)C(=O)Nc1cccc(C(=O)NCCc2ccccc2)c1 | -2 | -8
CSc1ncccc1C(=O)NCC12CC3CC(CC(C3)C1)C2 | 8 | -6
Fc1cccc(NC(=S)NC2CCCCCCC2)c1 | -10 | -2
O=C(Cn1ccc(NC(=O)OCc2ccccc2)nc1=O)NCCCN1CCCC1=O | 2 | -10
Cc1nc2cc(C(=O)OCC(=O)NC3CCS(=O)(=O)C3)ccc2n1-c1ccccc1 (stereo not given) | -14 | 6
CC(=O)Nc1ccc(NC(=O)CC2(CC(=O)N3CCOCC3)CCCC2)cc1 | 2 | -10
COc1cc(C2OC(=O)c3ccccc3S2)cc(OC)c1OC (stereo not given) | 0 | 7
Cc1ccc(NC(=O)CCc2ccc(C)o2)c(Br)c1 | 1 | -7
